Screening results (PubChem)
ALDH1A1 inh = ALDH1A1 (human) enzyme inhibition | AID 1030 | Purified ALDH1A1, NADH fluorescence, propionaldehyde substrate | Potency, µM (titrated, usually from 75.3 µM), without a hit: at the highest dose activity, negative = inhibition, actives largely listed as inhibitors | hit rate 7.3% among 220,000; active means well fitted inhibition curve with a large enough effect, not every such curve was filed as active; inconclusive means small, poorly fitted or top-dose-only effect, or another doubt; inactive means no such curve, though single readings can be large or run the other way;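 further: plate controls were no enzyme wells and a reference inhibitor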
Target sequence (P00352 whole entry, looked up): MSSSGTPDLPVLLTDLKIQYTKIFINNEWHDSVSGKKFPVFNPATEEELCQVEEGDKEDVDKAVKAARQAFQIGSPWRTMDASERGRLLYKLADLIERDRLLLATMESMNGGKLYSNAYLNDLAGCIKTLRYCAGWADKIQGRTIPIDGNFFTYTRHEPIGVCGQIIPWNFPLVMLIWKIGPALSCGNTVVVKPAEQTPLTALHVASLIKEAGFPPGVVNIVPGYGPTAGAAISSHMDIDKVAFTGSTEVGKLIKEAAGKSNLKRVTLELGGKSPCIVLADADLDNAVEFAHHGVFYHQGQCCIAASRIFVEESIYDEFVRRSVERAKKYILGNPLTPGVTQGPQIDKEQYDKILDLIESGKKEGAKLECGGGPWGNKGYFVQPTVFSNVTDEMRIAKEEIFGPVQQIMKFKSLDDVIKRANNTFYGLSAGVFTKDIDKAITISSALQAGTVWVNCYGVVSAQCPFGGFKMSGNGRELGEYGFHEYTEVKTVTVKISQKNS
GAA inhib = alpha-glucosidase (human) inhibition | Potency, µM (top dose mostly 76.9 µM), for inactives: top-dose activity change, negative = inhibition, most hits filed as inhibitors | P10253 | hit rate 0.005% among 200,000 | purified human GAA, 4-MU-alpha-glucoside fluorescence | AID 1466;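 further: plate controls were uninhibited enzyme wells for no effect and no-enzyme background for full effect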
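Enzyme (4 nM final) mixed with compound (up to 77 uM), then 4-MU-alpha-D-pyranoside (400 uM final) added; 20 min at room temperature, pH 5.0. Reaction stopped at pH 10, fluorescence read, AC50 derived by Hill fit.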
aGal spleen mod = alpha-galactosidase A (human) modulation. P06280. human spleen homogenate, 4MU-alpha-Gal fluorescence, 40 min. Potency, µM (titrated, usually from 80 µM), inactives show at the top dose activity change, negative = inhibition, usual class: inhibitors. hit rate 0.008% among 240,000;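 further: 0% = enzyme with vehicle and -100% = no enzyme basal signal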
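Fluorogenic readout (Ex 365/Em 440 nm) of 4-methylumbelliferone released from 1 mM 4-MU-alpha-galactoside by spleen homogenate, 40 min at 37C, pH 5.0. Data normalized to no-enzyme and enzyme controls; Hill-equation AC50 from compound titrations.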
GAA glycogen mod = alters human alpha-glucosidase cleavage of glycogen | P10253 | recombinant GAA, glycogen substrate, Amplex Red glucose oxidase fluorescence | Potency, µM (highest dose often 76.4 µM), inactives show at the top dose activity change, negative = inhibition, usual class: inhibitors | hit rate 0.38% among 300,000 | AID 2100;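 further: 0% = full enzyme reaction and -100% = no-enzyme basal signal; the screen sought inhibitors and activators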
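qHTS, 1536-well; enzyme 4 nM final; cpd up to 77 uM; substrate bovine liver glycogen 30 ug; 50 mM citrate/phosphate pH 5.0, 0.01% Tween-20; 37 C, 40 min; Amplex Red detection 45 min RT; Hill fit → AC50.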
SMN2 splice enh = SMN2 splice variant enhancement; Potency, µM (highest dose often 46.1 µM), without a hit: at the top dose activity change, positive = activation, hits mostly activators; hit rate 2.8% among 210,000; HEK293 SMN2-luciferase splicing reporter, luminescence, 30-36 h; AID 1458; further: % of control where 0% means no effect; nearly all actives have a fitted effect of over 55% in size
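qHTS luciferase splicing reporter: luminescence rises when SMN2 exon 7 is included in transfected HEK293 cells. Compound exposure lasted 30-36 h at 37C, with 4.5 mM final sodium butyrate as control, followed by a ONE-Glo read.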
GAA spleen mod = inhibitors or activators of human alpha-glucosidase in spleen homogenate; Potency, µM (series often up to 79.9 µM), for the others: at the top dose activity change, negative = inhibition, hits mostly inhibitors; human spleen homogenate, 4-MU-alpha-glucoside fluorescence; P10253; hit rate 0.006% among 240,000;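 further: 0% = enzyme with vehicle and -100% = no enzyme basal signal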
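Human spleen homogenate (1 ug) incubated with compounds and 1 mM 4-methylumbelliferyl-alpha-D-glucopyranoside in pH 5.0 citrate/phosphate buffer, 37 C, 40 min. Stopped at pH 10; 4-MU fluorescence (Ex 365/Em 440 nm); AC50 by Hill fit.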
KDM4E inh = inhibitors of human JMJD2E histone demethylase; B2RXH2; JMJD2E catalytic domain, FDH-coupled NADH fluorescence (FDH is formaldehyde dehydrogenase); Potency, µM (titrated, usually from 57.1 µM), for the others: at the highest dose activity change, negative = inhibition, hits mostly inhibitors; hit rate 1.6% among 230,000; AID 2147; active means well fitted inhibition curve with a large enough effect, not every such curve was filed as active; inconclusive means small, poorly fitted or top-dose-only effect, or another doubt; inactive means no such curve, though single readings can be large or run the other way;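 further: 0% = wells with enzyme and -100% = buffer wells without enzyme; nearly all actives have a fitted effect of over 50% in size; many of its hits are not listed in these tables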
Target sequence (B2RXH2 1-337 limits assumed): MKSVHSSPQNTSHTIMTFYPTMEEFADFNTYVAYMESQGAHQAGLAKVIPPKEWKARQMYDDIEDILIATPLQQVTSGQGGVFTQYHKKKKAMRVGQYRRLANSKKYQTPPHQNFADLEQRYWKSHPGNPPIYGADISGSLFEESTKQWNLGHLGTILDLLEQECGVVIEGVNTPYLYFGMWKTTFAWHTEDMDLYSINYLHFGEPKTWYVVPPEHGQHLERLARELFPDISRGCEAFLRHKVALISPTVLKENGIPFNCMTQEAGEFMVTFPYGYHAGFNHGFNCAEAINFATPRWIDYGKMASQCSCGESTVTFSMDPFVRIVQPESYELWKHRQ
GoLoco inh red = blocks human Gai1 binding to RGS12 GoLoco peptide, red readout. P63096. Gai1:RGS12 GoLoco peptide FP, rhodamine, 10 min. Potency, µM (highest dose often 61.6 µM), for the others: at the highest dose activity, negative = inhibition, actives largely listed as inhibitors. hit rate 0.44% among 230,000; active means well fitted inhibition curve with a large enough effect, not every such curve was filed as active; inactive means no such curve, though single readings can be large or run the other way; further: on the % scale 0 is the no-effect control and ±100 the full control effect; nearly all actives have a fitted effect of over 30% in size; many of its hits are not listed in these tables
* marks the source's active call; other numbers are inactive results; ? = inconclusive; . = no result given; [ ] = remark or other dose. Unless noted, the call rests on the fitted dose curve; in most records, active means well fitted curve in the direction sought with a large enough effect; inconclusive means small, poorly fitted or top-dose-only effect, or another doubt; inactive means no such curve, though single readings can be large; an effect the other way counts as inactive or inconclusive. Potency means the concentration at half of the fitted maximal effect. These rows are one share of the data (hit frequency here may not be typical).

Structure	ALDH1A1 inh	GAA inhib	aGal spleen mod	GAA glycogen mod	SMN2 splice enh	GAA spleen mod	KDM4E inh	GoLoco inh red
Cc1ccc(C(=O)c2cc(C)sc2NC(=O)CN2CCN(C(=O)c3ccco3)CC2)cc1	25µM*	-6%	0%	3%	.	-4%	-12%	.
COc1ccccc1NC(=S)Nc1cccc(F)c1	-11%	-1%	-6%	1%	3%	?	-3%	5%
CCN1CCN(C(=O)NC2CC(=O)N(c3ccc(OC)cc3)C2)CC1 (configuration not stated)	16%	-1%	8%	10%	18%	3%	-1%	-8%
Cc1cc(=O)oc2ccc(OC(=O)CC(C)C)cc12	?	1%	5%	-6%	5%	11%	13%	5%
C/C(CC(=O)Nc1cccc(Cl)c1)=N\NC(=O)Cc1ccc(Cl)cc1	1%	-2%	0%	-2%	-11%	-4%	8%	7%
CC(=O)c1cnc(Nc2cccc(C)c2)s1	-10%	-7%	2%	1%	18µM*	0%	3%	-2%
COCCOc1nc2c(c(=O)n(C)c(=O)n2C)n1Cc1cccc(OC)c1	?	1%	-3%	-6%	-77%[inhibitor]	-8%	3%	-20%
Cc1ccc(N(CC(N)=O)C2SC(=O)N(C)C2=O)cc1 (configuration not stated)	3%	5%	4%	-5%	19%	-3%	10%	12%
COc1ccc(-c2cc(C(=O)N3CCCc4ccccc43)no2)cc1	4µM*	-4%	-15%	1%	-3%	-5%	2%	3%
CS(=O)c1ccccc1-c1nc(-c2ccc(Cl)cc2)no1 (configuration not stated)	6%	-4%	8%	-7%	25%	8%	3%	9%
CCN(CC)c1ccc(C2=NNC(=O)CC2C)cc1[N+](=O)[O-] (configuration not stated)	13µM*	-2%	-13%	-5%	-5%	-10%	-7%	-8%
COCCn1c(=O)c(C)nc2cnc(N3CCNCC3)nc21	?	.	0%	.	-3%	4%	.	1%
CC(=O)n1cc(-c2ccncc2)c2ccccc21	-1%	-8%	-1%	4%	21%	-8%	-12%	-3%
CN1CCN(S(=O)(=O)c2ccc3ccccc3c2)CC1	2%	-6%	2%	-30%	1%	9%	0%	-4%
Cc1cc(NC(=O)CSc2nc3c(sc4ccccc43)c(=O)n2CCCN2CCOCC2)n[nH]1	5%	-3%	1%	18%	35µM*	-21%	?	-5%
Cc1ccc(NC(=S)NCCN(C2CCCCC2)C2CCCC2)cc1	-6%	0%	-20%	5%	-23%	-26%	-8%	-4%
CCCCN(C)C(=O)C1CCN(C/C(C)=C/c2ccccc2)CC1	-2%	-4%	-12%	-3%	-13%	-4%	-22%	2%
O=C(COc1ccc(NC(=O)c2ccccc2[N+](=O)[O-])cc1)c1ccc(F)cc1	9%	10%	14%	-5%	9%	12%	10%	8%
CC(CCc1ccccc1)NC(=O)CSc1nnnn1C (configuration not stated)	5%	-3%	0%	0%	13%	0%	5%	-11%
CCOc1ccccc1NC(=O)C1=C(C)NC(=S)NC1c1cccs1 (configuration not stated)	0.63µM*	2%	1%	2%	8%	2%	-2%	4%

(cont.)
Structure	ALDH1A1 inh	GAA inhib	aGal spleen mod	GAA glycogen mod	SMN2 splice enh	GAA spleen mod	KDM4E inh	GoLoco inh red
COc1cccc(OCc2cc(C3Nc4ccccc4C(=O)N3Cc3ccco3)ccc2OC)c1 (configuration not stated)	?	8%	14%	-6%	-10%	-23%	?	15%
CC1C=CCC2C(=O)N(c3ccc(OC(=O)c4cccs4)cc3)C(=O)C12 (configuration not stated)	?	-1%	-3%	22%	7%	2%	0%	-6%
CCOC(=O)C1CCCN(Cc2ccc(OCC)cc2)C1 (configuration not stated)	?	-2%	1%	-1%	-1%	0%	?	4%
CCn1c(N)nc2ccccc21	1%	-6%	11%	1%	13%	7%	6%	10%
COc1ccc(OC)c(Nc2nc(N)nc(-c3cc4ccccc4o3)n2)c1	?	-11%	-1%	1%	6%	-4%	?	2%
Cc1ccccc1NC(=O)CNc1ccccc1C(=O)NCc1ccco1	?	5%	13%	7%	-8%	6%	?	-31%
COc1cccc(NC(=O)Cn2c(=O)c3c(ncn3Cc3ccccc3)n(Cc3ccccc3)c2=O)c1	10%	-5%	-10%	-2%	3%	-7%	-1%	54%[activator]
N#C/C(=N/Nc1ccc(S(=O)(=O)N2CCOCC2)cc1)C(N)=O	-5%	-16%	-2%	-9%	.	-10%	2%	-1%
NC(=O)c1ccccc1NC(=O)CCc1ccccc1	6%	-4%	-4%	1%	23%	4%	3%	-1%
C=CCSC(CC)(CC)C(N)=O	.	.	1%	3%	.	0%	8%	14%
Cc1cc(Br)ccc1NC(=O)CN1C(=S)NC(C)(C)CC1C (configuration not stated)	?	-3%	2%	-1%	-3%	1%	-2%	-2%
O=C(c1ccccc1F)N1CCN(S(=O)(=O)c2ccc(S(=O)(=O)N3CCCCCC3)cc2)CC1	.	.	-11%	6%	.	-4%	?	4%
CC(=O)N1N=C(c2ccco2)CC1c1cc2ccc(C)cc2nc1Cl (configuration not stated)	.	.	0%	7%	.	-3%	?	1%
Cc1sc(NC(=O)c2ccco2)c(C(c2cccnc2)N2CCCC2)c1C (configuration not stated)	15%	-6%	-1%	?	-32%[inhibitor]	-2%	5%	7%
COc1ccc(C2CC(c3ccccc3)=NN2C(=O)COC(=O)/C=C/c2ccc(O)c(OC)c2)cc1 (configuration not stated)	.	.	7%	-10%	.	7%	?	6%
O=C(COC(=O)C1CC(O)CN1C(=O)Oc1ccccc1)c1ccc(Br)cc1 (configuration not stated)	14%	-6%	10%	0%	4%	10%	8%	-31%
O=C(O)/C=C/C(=O)Nc1ccc(-n2nccc2C(F)(F)F)cc1	.	.	-8%	1%	.	-6%	0%	6%
CN(c1cccc(NC(=O)CN(c2ccc(C34CC5CC(CC(C5)C3)C4)cc2)S(C)(=O)=O)c1)S(C)(=O)=O	1%	?	6%	-3%	7%	2%	5%	11%
O=[N+]([O-])c1cccc(S(=O)(=O)N2CCC(c3nc(-c4ccncc4)no3)CC2)c1	1%	4%	0%	4%	-32%[inhibitor]	-12%	1%	7%
COCCCNc1nc2c(c(=O)[nH]c(=O)n2C)n1CC(O)COc1ccccc1C (configuration not stated)	0%	-2%	6%	?	-4%	6%	5%	3%

Seven of the entries above in order of the GoLoco inh red value, largest number first:
mol | GoLoco inh red
C=CCSC(CC)(CC)C(N)=O | 14%
Cc1sc(NC(=O)c2ccco2)c(C(c2cccnc2)N2CCCC2)c1C (configuration not stated) | 7%
COc1ccc(OC)c(Nc2nc(N)nc(-c3cc4ccccc4o3)n2)c1 | 2%
N#C/C(=N/Nc1ccc(S(=O)(=O)N2CCOCC2)cc1)C(N)=O | -1%
Cc1cc(Br)ccc1NC(=O)CN1C(=S)NC(C)(C)CC1C (configuration not stated) | -2%
CC1C=CCC2C(=O)N(c3ccc(OC(=O)c4cccs4)cc3)C(=O)C12 (configuration not stated) | -6%
O=C(COC(=O)C1CC(O)CN1C(=O)Oc1ccccc1)c1ccc(Br)cc1 (configuration not stated) | -31%

Pulled by compound from above (4):
Structure	ALDH1A1 inh	GAA inhib	aGal spleen mod	GAA glycogen mod	SMN2 splice enh	GAA spleen mod	KDM4E inh	GoLoco inh red
C/C(CC(=O)Nc1cccc(Cl)c1)=N\NC(=O)Cc1ccc(Cl)cc1	1%	-2%	0%	-2%	-11%	-4%	8%	7%
Cc1ccc(N(CC(N)=O)C2SC(=O)N(C)C2=O)cc1 (configuration not stated)	3%	5%	4%	-5%	19%	-3%	10%	12%
CS(=O)c1ccccc1-c1nc(-c2ccc(Cl)cc2)no1 (configuration not stated)	6%	-4%	8%	-7%	25%	8%	3%	9%
COc1cccc(NC(=O)Cn2c(=O)c3c(ncn3Cc3ccccc3)n(Cc3ccccc3)c2=O)c1	10%	-5%	-10%	-2%	3%	-7%	-1%	54%[activator]

New compounds follow
Structure	ALDH1A1 inh	GAA inhib	aGal spleen mod	GAA glycogen mod	SMN2 splice enh	GAA spleen mod	KDM4E inh	GoLoco inh red
COC(=O)c1ccc(Oc2cc(C)nc(-n3nc(C)cc3C)n2)cc1	11%	-8%	-5%	0%	-20%	-4%	3%	0%
Cc1cc([N+](=O)[O-])nn1CC(=O)Nc1nc2ccccc2s1	8%	?	-2%	-11%	15%	-13%	-2%	-8%
CCOC(=O)C1=C(CNC2CCCCC2)NC(=O)NC1c1cc(C)ccc1C (configuration not stated)	1%	3%	-1%	6%	.	-3%	-3%	-8%
Cc1cc(N2CCCC2)nc(N2C3CCC2CC(O)(c2ccc(F)cc2)C3)n1 (configuration not stated)	7%	-2%	0%	16%	.	2%	0%	9%
O=C1Nc2ccccc2C12OCC(COc1ccc(Cl)cc1)O2 (configuration not stated)	0%	-4%	-7%	-1%	0%	-2%	5%	3%
CCOc1cc(-c2cn(S(=O)(=O)c3cccc4nsnc34)nc2N)cc(OCC)c1OCC	5%	-8%	-4%	5%	5%	-4%	-3%	-4%
